Assay outcomes (PubChem BioAssay)
NFkB SMM: binds human NF-kappa-B p105 on microarray; Small molecule microarray, anti-His fluorescence binding; 17,000 compounds, 1.3% hits; P19838; AID 624139; calls only;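 active means spot fluorescence over background significantly raised, with a chance value under 7% in all four replicate spots of the compound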;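 further: probe protein is his-tagged human p50 processed subunit at 1 µg/ml; raw spot fluorescence signals with no normalization applied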
Target sequence (P19838 1-433 limits assumed): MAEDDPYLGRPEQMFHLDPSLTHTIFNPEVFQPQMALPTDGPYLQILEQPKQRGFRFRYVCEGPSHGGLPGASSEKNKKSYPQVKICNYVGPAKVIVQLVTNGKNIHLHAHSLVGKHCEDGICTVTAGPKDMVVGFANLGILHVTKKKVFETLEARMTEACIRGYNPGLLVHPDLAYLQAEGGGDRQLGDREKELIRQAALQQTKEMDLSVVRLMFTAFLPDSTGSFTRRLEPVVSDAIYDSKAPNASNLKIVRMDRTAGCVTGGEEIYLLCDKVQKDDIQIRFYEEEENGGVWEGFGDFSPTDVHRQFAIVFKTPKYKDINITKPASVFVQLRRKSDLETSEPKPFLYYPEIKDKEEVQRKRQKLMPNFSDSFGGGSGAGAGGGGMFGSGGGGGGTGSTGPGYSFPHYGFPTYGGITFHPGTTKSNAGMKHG
Calls only; i = inactive. The list is partial. The share of hits here may be higher or lower than overall.

Cc1cccc(NC(=O)c2cc(NC(=O)C3CCCCC3C(=O)O)ccc2N2CCCCC2)c1 (centres undefined)
  NFkB SMM: i

C[C@@H]1CCCCO[C@H](CN(C)C(=O)CCC(F)(F)F)[C@@H](C)CN([C@@H](C)CO)C(=O)c2cc(NC(=O)CCC(F)(F)F)ccc2O1
  NFkB SMM: i

O=C1CCC=CC1(O)C(=O)OCc1cccc(O)c1OC1OC(CO)C(O)C(O)C1O (centres undefined)
  NFkB SMM: i

C[C@@H]1CN([C@@H](C)CO)C(=O)c2cc(NC(=O)CCN3CCOCC3)ccc2O[C@H]1CN(C)C
  NFkB SMM: i

CS(=O)(=O)N(CC(=O)Nc1cccc2ccccc12)c1ccc(Cl)cc1
  NFkB SMM: i

O=C(Cn1nc(C(F)(F)F)c2c1CCCCC2)Nc1ccc(S(=O)(=O)N2CCCC2)cc1
  NFkB SMM: i

O=c1n(-c2ccccc2)c(=O)n2n1CC(COc1ccccc1)=C([C@H](O)c1ccccc1)[C@@H]2CO
  NFkB SMM: i

C[C@@H]1O[C@@H](Oc2cc(O)c3c(=O)c(O[C@@H]4O[C@@H](C)[C@H](O[C@@H]5O[C@@H](C)[C@H](O)[C@@H](O)[C@H]5O)[C@@H](O)[C@H]4O)c(-c4ccc(O)cc4)oc3c2)[C@H](O)[C@H](O)[C@H]1O
  NFkB SMM: i

C[C@@H]1CCCCO[C@@H](CN(C)C)[C@H](C)CN([C@@H](C)CO)C(=O)c2cc(N(C)C)ccc2O1
  NFkB SMM: i

COc1cc(CO)ccc1Oc1nc([N+](=O)[O-])nn1Cc1ccccc1F
  NFkB SMM: i

NC(=O)c1ccc(NC(=O)C2CCCN(S(=O)(=O)c3ccc(Br)cc3)C2)cc1 (centres undefined)
  NFkB SMM: i

C[C@@H]1CN([C@H](C)CO)C(=O)c2cc(N(C)C)ccc2O[C@@H]1CN(C)Cc1ccccc1
  NFkB SMM: i

O=C1O[C@H](c2ccccc2)[C@H](c2ccccc2)N2[C@H]1[C@@H](C(=O)N1CCN(c3ncccn3)CC1)[C@]1(C(=O)Nc3ccc(C#CCCO)cc31)[C@H]2c1ccccc1OCCO
  NFkB SMM: i

O=C(NCc1ccco1)C1CC(=O)N(c2ccc(O)cc2)C1 (centres undefined)
  NFkB SMM: i

O=C1OCCN1/N=C/c1ccc([N+](=O)[O-])o1
  NFkB SMM: i

NC(N)=NCCCC(N)C(=O)CC(Cc1ccccc1)C(=O)O (centres undefined)
  NFkB SMM: i

C[C@@H]1CCCCO[C@H](CN(C)C)[C@@H](C)CN([C@H](C)CO)C(=O)c2cc(N(C)C)ccc2O1
  NFkB SMM: i

C[C@H]1CN([C@@H](C)CO)C(=O)CCCn2cc(nn2)CO[C@H]1CN(C)S(=O)(=O)c1ccc(Cl)cc1
  NFkB SMM: i

C[C@H](CO)N1C[C@H](C)[C@H](CN(C)S(=O)(=O)c2cn(C)cn2)Oc2ccc(NS(=O)(=O)c3cn(C)cn3)cc2CC1=O
  NFkB SMM: i

CC(C)=CC1C(C(=O)O)C1(C)C (centres undefined)
  NFkB SMM: i

C[C@H](CO)N1C[C@H](C)[C@@H](CN(C)C(=O)Nc2cccc3ccccc23)Oc2c(NS(=O)(=O)c3ccc(Cl)cc3)cccc2C1=O
  NFkB SMM: i

CS(=O)(=O)N(CC(=O)Nc1cccc(F)c1)c1cccc(F)c1
  NFkB SMM: i

C[C@@H]1CN([C@@H](C)CO)C(=O)c2cc(NS(=O)(=O)c3cccs3)ccc2O[C@@H]1CN(C)C(=O)Nc1ccc(F)cc1
  NFkB SMM: i

O=C(CCN1C(=O)C2C3C=CC(C3)C2C1=O)Nc1cccc2ccccc12 (centres undefined)
  NFkB SMM: i

COc1ccc(NC(=O)Nc2ccc3c(c2)CC(=O)N([C@H](C)CO)C[C@@H](C)[C@H](CN(C)S(=O)(=O)c2cn(C)cn2)O3)cc1
  NFkB SMM: i

C[C@@H]1CN([C@H](C)CO)C(=O)Cc2cc(NC(=O)Cc3ccccc3)ccc2O[C@H]1CN(C)CC1CC1
  NFkB SMM: i

C[C@@H]1CN([C@H](C)CO)C(=O)Cc2cc(NC(=O)NC3CCCCC3)ccc2O[C@H]1CN(C)C(=O)NC1CCCCC1
  NFkB SMM: i

C[C@@H]1CN([C@H](C)CO)C(=O)c2cccc(NC(=O)C3CCOCC3)c2O[C@H]1CN(C)C
  NFkB SMM: i

C[C@H](CO)N1C[C@H](C)[C@@H](CN(C)Cc2ccc(Oc3ccccc3)cc2)Oc2ccc(NS(=O)(=O)c3ccccc3)cc2C1=O
  NFkB SMM: i

C[C@@H]1CN([C@@H](C)CO)C(=O)c2cc(NS(=O)(=O)c3cn(C)cn3)ccc2O[C@H]1CN(C)C
  NFkB SMM: i

An excerpt of these results, in markdown:
| molecule | NFkB SMM |
| --- | --- |
| O=C(NCc1ccco1)C1CC(=O)N(c2ccc(O)cc2)C1 (centres undefined) | i |
| O=C1OCCN1/N=C/c1ccc([N+](=O)[O-])o1 | i |
| NC(N)=NCCCC(N)C(=O)CC(Cc1ccccc1)C(=O)O (centres undefined) | i |
| C[C@@H]1CCCCO[C@H](CN(C)C)[C@@H](C)CN([C@H](C)CO)C(=O)c2cc(N(C)C)ccc2O1 | i |

Remaining list, next part.
COc1ccc(-c2cn(C[C@@H](Cc3ccccc3)NC(=O)Nc3ccccc3)nn2)cc1OC
  NFkB SMM: i

C[C@@H]1CCCCO[C@H](CN(C)C(=O)CCCN(C)C)[C@@H](C)CN([C@@H](C)CO)C(=O)c2cc(NC(=O)CCCN(C)C)ccc2O1
  NFkB SMM: i

CC(=O)Nc1ccc(OCC(O)Cn2cnc3ccccc32)cc1 (centres undefined)
  NFkB SMM: i

COc1ccc(S(=O)(=O)N(C)C[C@H]2Oc3c(NC(=O)C4CC4)cccc3C(=O)N([C@H](C)CO)C[C@@H]2C)cc1
  NFkB SMM: i

C[C@@H]1CN([C@H](C)CO)C(=O)Cc2cc(NC(=O)C3CC3)ccc2O[C@H]1CN(C)Cc1ccc(C(F)(F)F)cc1
  NFkB SMM: i

C[C@@H]1CN([C@H](C)CO)C(=O)c2cccc(NC(=O)C3CCOCC3)c2O[C@@H]1CN(C)Cc1ccc(C(F)(F)F)cc1
  NFkB SMM: i

CC(C)NC(=O)Nc1ccc2c(c1)C(=O)N([C@@H](C)CO)C[C@@H](C)[C@H](CN(C)C)OCCCC[C@@H](C)O2
  NFkB SMM: i

C[C@H](CO)N1C[C@H](C)[C@@H](CN(C)C(=O)Nc2ccc(C(F)(F)F)cc2)Oc2ccc(NS(C)(=O)=O)cc2CC1=O
  NFkB SMM: i

COc1ccc(NC(=O)N(C)C[C@H]2Oc3ccc(NS(=O)(=O)c4ccc(C)cc4)cc3C(=O)N([C@@H](C)CO)C[C@H]2C)cc1
  NFkB SMM: i

C[C@H](CO)N1C[C@H](C)[C@@H](CN(C)S(=O)(=O)c2ccc(F)cc2)OCCCC[C@H](C)Oc2ccc(NC(=O)c3ccncc3)cc2C1=O
  NFkB SMM: i

C[C@H](CO)N1C[C@H](C)[C@H](CN(C)C)Oc2ccc(NC(=O)Cc3ccccc3)cc2CC1=O
  NFkB SMM: i

COc1ccc(C(=O)CSc2nc3ccccc3c(=O)[nH]2)cc1OC
  NFkB SMM: i

COc1c(O)cc2oc(-c3ccc(O)c(O)c3)cc(=O)c2c1O
  NFkB SMM: i

C[C@]12CCCC(=O)N1CCc1c2[nH]c2ccccc12
  NFkB SMM: i

COc1ccc(CN(C)C[C@@H]2Oc3ccc(NC(=O)c4ccncc4)cc3C(=O)N([C@@H](C)CO)C[C@H]2C)cc1
  NFkB SMM: i

COc1ccc(O)c(C(c2c[nH]c3ccccc23)c2c[nH]c3ccccc23)c1
  NFkB SMM: i

Cn1c(SCC(=O)Nc2cc(Cl)cc(Cl)c2)nnc1-c1ccc(Cl)cc1Cl
  NFkB SMM: i

C[C@H]1CCCCO[C@H](CN(C)Cc2ccncc2)[C@@H](C)CN([C@@H](C)CO)C(=O)c2cc(NC(=O)c3ccncc3)ccc2O1
  NFkB SMM: i

CC(C)NC(=O)N(C)C[C@@H]1Oc2ccc(NC(=O)CCN3CCOCC3)cc2C(=O)N([C@@H](C)CO)C[C@H]1C
  NFkB SMM: i

Cc1ccc(S(=O)(=O)Nc2ccc3c(c2)CC(=O)N([C@H](C)CO)C[C@@H](C)[C@H](CN(C)S(=O)(=O)c2ccc(Cl)cc2)O3)cc1
  NFkB SMM: i

C[C@H](CO)N1C[C@H](C)[C@H](CN(C)S(=O)(=O)c2ccc(Cl)cc2)Oc2ccc(NS(=O)(=O)c3ccc(F)cc3)cc2C1=O
  NFkB SMM: i

C[C@H]1CN([C@@H](C)CO)C(=O)c2cc(NS(=O)(=O)c3ccc(Cl)cc3)ccc2O[C@H]1CN(C)C(=O)Nc1ccc2c(c1)OCO2
  NFkB SMM: i

C[C@@H]1CN([C@@H](C)CO)C(=O)c2cccc(NS(=O)(=O)c3cn(C)cn3)c2O[C@H]1CN(C)Cc1ccc(Oc2ccccc2)cc1
  NFkB SMM: i

Cc1cccc(-n2c(N)cc(=O)nc2SCC(=O)N(c2ccccc2)c2ccccc2)c1
  NFkB SMM: i

C[C@@H]1CN([C@H](C)CO)C(=O)Cc2cc(NC(=O)Cn3cnnn3)ccc2O[C@@H]1CN(C)C(=O)Nc1ccc(F)cc1
  NFkB SMM: i

Cc1ccc(S(=O)(=O)Nc2ccc3c(c2)CC(=O)N([C@@H](C)CO)C[C@@H](C)[C@H](CN(C)Cc2ccc(C(=O)O)cc2)O3)cc1
  NFkB SMM: i

C[C@@H]1CN([C@H](C)CO)C(=O)c2cccc(NC(=O)c3ccc(-c4nccs4)cc3)c2O[C@H]1CN(C)CC1CCCCC1
  NFkB SMM: i

C[C@@H]1CN([C@H](C)CO)C(=O)Cc2cc(NC(=O)NC3CCCCC3)ccc2O[C@@H]1CN(C)C(=O)Nc1ccc2c(c1)OCO2
  NFkB SMM: i

COc1ccc(NC(=O)Nc2ccc3c(c2)C(=O)N([C@H](C)CO)C[C@@H](C)[C@@H](CN(C)C(=O)Nc2ccc(C(F)(F)F)cc2)O3)cc1
  NFkB SMM: i

CCn1c(SCC(=O)N2CCN(c3ccccc3)CC2)nnc1-c1ccccc1O
  NFkB SMM: i

C[C@@H]1CCCCO[C@@H](CN(C)Cc2ccccc2)[C@H](C)CN([C@H](C)CO)C(=O)c2cc(NC(=O)CCCN(C)C)ccc2O1
  NFkB SMM: i

Cc1noc(C)c1S(=O)(=O)Nc1ccc2c(c1)C(=O)N([C@@H](C)CO)C[C@@H](C)[C@H](CN(C)C(=O)c1ccncc1)OCCCC[C@H](C)O2
  NFkB SMM: i

O=C(Cn1cnc([N+](=O)[O-])n1)Nc1c(Cl)cccc1Cl
  NFkB SMM: i

C[C@H]1CN([C@@H](C)CO)C(=O)c2cc(NC(=O)NC3CCCCC3)ccc2O[C@@H]1CN(C)C(=O)NC1CCCCC1
  NFkB SMM: i

COc1ccc(S(=O)(=O)N(C)C[C@H]2Oc3ccc(NC(=O)Nc4ccc(C(F)(F)F)cc4)cc3C(=O)N([C@@H](C)CO)C[C@@H]2C)cc1
  NFkB SMM: i

C[C@@H]1CN([C@H](C)CO)C(=O)c2cc(NC(=O)Nc3ccc(F)cc3)ccc2O[C@@H](C)CCCCO[C@H]1CN(C)C(=O)c1ccccc1
  NFkB SMM: i

COc1ccccc1CN(C)C[C@H]1OCc2cnnn2CCCC(=O)N([C@H](C)CO)C[C@@H]1C
  NFkB SMM: i

CC(C)NC(=O)N(C)C[C@@H]1OCCCC[C@H](C)Oc2ccc(NC(=O)c3ccccc3)cc2C(=O)N([C@@H](C)CO)C[C@@H]1C
  NFkB SMM: i

COCCOC(=O)N1C(=O)[C@@]2(c3cc(C#CCC(C(=O)OC)C(=O)OC)ccc31)[C@H](C(N)=O)[C@H]1C(=O)O[C@H](c3ccccc3)[C@H](c3ccccc3)N1[C@@H]2c1ccc(OCCO)cc1
  NFkB SMM: i

COc1cc(O)cc(C2=C(C)CC(O)C2=O)c1 (centres undefined)
  NFkB SMM: i

Cc1ccccc1CN(C)C[C@@H]1OCc2cnnn2CCCC(=O)N([C@@H](C)CO)C[C@@H]1C
  NFkB SMM: i

CC(=O)Nc1ccc(NC(=O)CCCN2C(=O)c3ccccc3C2=O)cc1
  NFkB SMM: i

CC(=O)Nc1ccccc1NC(=O)COc1ccc2ccccc2c1Br
  NFkB SMM: i

O=C(CCN1C(=O)c2ccccc2C1=O)Nc1ccc(Nc2ccccc2)cc1
  NFkB SMM: i

O=C(O)C1CCCCC1C(=O)NCCc1ccncc1 (centres undefined)
  NFkB SMM: i

O=C(O)COc1ccc(C(=O)Nc2ccc(F)cc2)cc1
  NFkB SMM: i

CC(C)NC(=O)N(C)C[C@@H]1OCCCC[C@H](C)Oc2ccc(NC(=O)Nc3ccc(F)cc3)cc2C(=O)N([C@@H](C)CO)C[C@H]1C
  NFkB SMM: i

CC(=O)c1c(C)cc(C)c(CSc2nnc(-c3ccco3)o2)c1C
  NFkB SMM: i

Cc1ccc(OCC(=O)N(c2ccccn2)C2CCCCC2)c(C)c1
  NFkB SMM: i

CCCCCCCCCCCCC/C=C/C(O)C(CO)NC(C)=O (centres undefined)
  NFkB SMM: i

OCCCc1n[nH]c(=S)n1-c1ccccc1
  NFkB SMM: i

CC(=O)NC(Cc1c[nH]c2ccccc12)C(=O)OCc1cc(C(F)(F)F)cc(C(F)(F)F)c1 (centres undefined)
  NFkB SMM: i

C[C@@H]1CN([C@H](C)CO)C(=O)Cc2cc(NS(=O)(=O)c3ccc(F)cc3)ccc2O[C@H]1CN(C)C(=O)Nc1ccc(C(F)(F)F)cc1
  NFkB SMM: i

C[C@@H]1CCCCO[C@H](CN(C)C(=O)CCCN(C)C)[C@@H](C)CN([C@@H](C)CO)C(=O)c2cc(NC(=O)c3ccncc3)ccc2O1
  NFkB SMM: i

O=C(Nc1ccccc1)C(O)C(O)C(=O)Nc1ccccc1 (centres undefined)
  NFkB SMM: i

C[C@H](CO)N1C[C@H](C)[C@H](CN(C)C(=O)Nc2ccc(F)cc2)Oc2c(NC(=O)NC3CCCCC3)cccc2C1=O
  NFkB SMM: i

COC(=O)C(C)N(C(=O)c1ccccc1[N+](=O)[O-])c1c(C)cccc1C (centres undefined)
  NFkB SMM: i

COc1ccc(CN(C)C[C@H]2Oc3c(NC(=O)Nc4ccc(F)cc4)cccc3C(=O)N([C@H](C)CO)C[C@@H]2C)cc1
  NFkB SMM: i

C[C@@H]1CN([C@H](C)CO)C(=O)c2cc(NC(=O)CCC(F)(F)F)ccc2O[C@H]1CN(C)C
  NFkB SMM: i
